# Bioassay records from PubChem.
# RXFP1 agonist: agonists of human relaxin receptor RXFP1. Q9HBX9. HEK293T-RXFP1 cAMP TR-FRET, 30 min; response scale: percent of porcine relaxin response, buffer zero. Potency, µM (highest dose often 57.5 µM), without a hit: top-dose activation, usual class: activators. 370,000 tested, 0.3% active. AID 2676; also: potency is read from the fitted curve at half-maximal effect; % is scaled to controls: 0 for no effect and ±100 for the full control effect; nearly all actives have a fitted effect of over 60% in size; many of its hits are not listed in these tables
#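 Agonist response is measured as cAMP accumulation in an RXFP1-transfected HEK293T line under PDE4 inhibition. Values are scaled between buffer-only and 29 nM porcine relaxin, and EC50s come from standard Hill equation fits.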
# D1 agonist: activates the human D1 dopamine receptor. HEK293 T-REx D1 cells, calcium flux, agonist mode. activation, % at 2 µM. P21728. AID 504660. 360,000 tested, 1% active; in the data active = activation above about 30%; also: 0% is about no effect
#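 Inducible HEK293 T-REx D1 cells, force-coupled to calcium signalling, were plated at 4000 cells/well with tetracycline and held overnight at 30 C. After no-wash calcium dye loading, compound-evoked calcium rise over 180 s flagged agonists.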
# Apoferritin bind: candidate novel general anesthetic via apoferritin binding | 350,000 tested, 0.074% active | AID 485281 | Potency, µM (series often up to 77.5 µM), for the others: at the highest dose activity change, negative = displacement, actives largely listed as inhibitors | apoferritin/1-aminoanthracene competitive binding, fluorescence; also: potency is read from the fitted curve at half-maximal effect; % is scaled to controls: 0 for no effect and ±100 for the full control effect; nearly all actives have a fitted effect of over 20% in size
# Target sequence (P02791 2-175 limits assumed): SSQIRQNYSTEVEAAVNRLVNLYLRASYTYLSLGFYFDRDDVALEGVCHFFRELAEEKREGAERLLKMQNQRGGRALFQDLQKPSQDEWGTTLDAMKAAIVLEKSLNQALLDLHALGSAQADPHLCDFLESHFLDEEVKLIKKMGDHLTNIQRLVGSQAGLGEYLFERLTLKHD
#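 10 uM apoferritin + 50% sat. 1-AMA, PBS; cpd 10 min RT; Ex380/Em535 endpoint; normalized to free probe vs complex; 4-param Hill fit; propofol titration as pos. ctrl.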
# TRHR PAM: TRH receptor (human) allosteric enhancement; P34981; TRHR cells, fluo-8 calcium fluorescence, EC20 TRH enhancement; enhancement, % at 2 µM; 360,000 tested, 0.66% active; AID 493056; in the data active = enhancement above about 30%; also: 0% is about no effect
# Target sequence (P34981 whole entry, looked up): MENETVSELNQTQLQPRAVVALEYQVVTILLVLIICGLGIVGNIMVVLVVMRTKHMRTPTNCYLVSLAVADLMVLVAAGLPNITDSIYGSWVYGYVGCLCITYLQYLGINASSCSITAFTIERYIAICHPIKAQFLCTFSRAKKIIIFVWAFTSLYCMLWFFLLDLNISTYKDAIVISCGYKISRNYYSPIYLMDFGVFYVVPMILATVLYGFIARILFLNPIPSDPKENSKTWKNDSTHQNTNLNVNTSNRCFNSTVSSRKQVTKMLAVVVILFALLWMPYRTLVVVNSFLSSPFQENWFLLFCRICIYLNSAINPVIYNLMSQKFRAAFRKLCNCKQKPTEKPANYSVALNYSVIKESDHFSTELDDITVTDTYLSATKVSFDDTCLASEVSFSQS
#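 TRHR-expressing cells loaded with fluo-8 calcium dye were read kinetically (ex 480/em 530) during compound addition, then stimulated with an EC20 of TRH (10 nM final). Enhancement of the Gq-mediated intracellular calcium response was scored.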
# D1 antagonist: human D1 dopamine receptor antagonism. 360,000 tested, 3.2% active. HEK293 TREx D1 cells, calcium flux, dopamine EC80; hits give low values. P21728. activity change, negative = inhibition, % at 10 µM. AID 504652; in the data active = activity change below about -30%; also: % is scaled to controls: 0 for no effect and ±100 for the full control effect
#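 After overnight tetracycline induction at 30 C, force-coupled D1 HEK293 cells took up a no-wash calcium dye at room temperature. Compounds were added and monitored 180 s, and the response to EC80 dopamine was then recorded.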
# TRHR ag: activates the human TRH receptor. P34981. TRHR cells, calcium flux fluo-8, FDSS agonist mode. activation, % at 2 µM. 360,000 tested, 0.18% active. AID 493084; in the data active = activation above about 30%; also: 0% is about no effect
#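 Read-out: compound-evoked intracellular calcium rise in TRHR cells, fluo-8 dye, kinetic FDSS fluorescence at 1 s/cycle following a 10-cycle baseline. Cells cultured overnight before dye loading (30 min–1.5 h, RT).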
# RXFP1 antag: RXFP1 (human) relaxin receptor antagonism | HEK293-RXFP1, relaxin-stimulated cAMP HTRF, 30 min; hits give low values | AID 1259400 | activity change, negative = inhibition, % at 57.5 µM | 350,000 tested, 0.59% active;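 active = activity change of -60% or lower, but not beyond a set lower limit; inconclusive = change between -60% and -40%, or beyond the set limit; inactive = change above -40%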; also: % is scaled to controls: 0 for no effect and ±100 for the full control effect
# D1 PAM: enhances dopamine response at the human D1 receptor. P21728. HEK293 TREx D1 cells, calcium flux, dopamine EC20 potentiation. potentiation, % at 10 µM. 360,000 tested, 0.036% active. AID 504651; in the data active = potentiation above about 30%; also: 0% is about no effect
# D2 potentiator: D2 dopamine receptor (human) potentiation | 340,000 tested, 0.34% active | AID 485347 | potentiation, % at 10 µM | HEK293 T-REx D2, calcium flux, EC20 dopamine potentiation;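 active = potentiation over 3 SD above the plate norm, cut at about 30% in these data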; also: 0% is about no effect
# Target sequence (P14416 whole entry, looked up): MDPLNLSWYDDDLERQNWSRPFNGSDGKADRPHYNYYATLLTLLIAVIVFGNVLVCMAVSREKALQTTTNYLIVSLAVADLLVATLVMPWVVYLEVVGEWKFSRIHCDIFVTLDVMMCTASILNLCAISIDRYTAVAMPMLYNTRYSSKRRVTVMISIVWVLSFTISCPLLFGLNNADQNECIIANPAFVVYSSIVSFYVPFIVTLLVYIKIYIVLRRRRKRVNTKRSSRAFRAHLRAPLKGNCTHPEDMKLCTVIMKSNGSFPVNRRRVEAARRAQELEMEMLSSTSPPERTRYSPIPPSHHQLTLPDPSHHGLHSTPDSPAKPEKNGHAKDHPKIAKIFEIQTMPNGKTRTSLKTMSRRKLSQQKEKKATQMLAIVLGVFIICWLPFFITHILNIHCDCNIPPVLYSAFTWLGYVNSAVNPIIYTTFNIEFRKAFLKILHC
#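 Calcium flux readout, no-wash dye, 1 read/s. Inducible HEK293 Trex D2 line, overnight 30 C. Compound alone 180 s (agonist flags), then EC20 dopamine, another 180 s to score potentiation.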
# Numbers without * were called inactive; ? = inconclusive; nt = no result given; & = joins results of further samples; ! = not active in a repeat; [ ] = dose if it differs, or a comment. Unless noted, calls follow the shape of the dose curve; as a rule, active = well fitted curve in the direction sought with a large enough effect; inconclusive = small, poorly fitted or top-dose-only effect, or another doubt; inactive = no such curve, though single readings can be large; an effect the other way counts as inactive or inconclusive.
SMILES,RXFP1 agonist,D1 agonist,Apoferritin bind,TRHR PAM,D1 antagonist,TRHR ag,RXFP1 antag,D1 PAM,D2 potentiator
COCCCNC(=O)CS(=O)Cc1nc(-c2cccc(C)c2)oc1C (stereo not given),-1.3%,0,-11%,2,-23,-0.1,-8,-2,3
CC(C)(C)NC(=O)c1cccc(NC(=O)c2ccc3c(c2)C(=O)N(C(C)(C)C)C3=O)c1,-1.2%,4,?,-7,-21,0.3,-27,-6,8
Cc1cc[n+](-c2[nH]c(=O)sc2/C=N/N=C(\[O-])CCn2c3ccccc3c3ccccc32)cc1,-2.2%,3,-6%,1,5,-0.1,3,-6,-10
Cc1ccc(NNC2CC(=O)N(c3cccc(Cl)c3)C2=O)cc1 (stereo not given),0.7%,0,?,-1,6,-0.2,5,-2,5
O=C(NCc1ccco1)c1cccc(-c2nnc(-c3ccccc3)o2)c1,-1.6%,0,-7%,-4,-8,-1.6,-10,-9,0
COc1cc(/C=c2\sc3nc(=O)c(-c4ccccc4)nn3c2=O)ccc1OCCC(C)C,?,1,0%,-2,5,1.4,0,-2,-2
CN(Cc1ccco1)C(=O)C1CCCN(c2ncnc3c2nc2n3CCCCC2)C1 (stereo not given),2.8%,1,-8%,-2,-5,-0.3,-14,0,nt
CCCC(=O)Nc1sc2c(c1C#N)CCCCC2,1.0%,-2,-10%,-9,-9,-0.4,-8,-4,4
CCOC(=O)c1ccccc1NC(=O)c1sc2ncn(CC)c(=O)c2c1C,18%,-1,5%,6,-23,-0.5,nt,-2,0
CCNC(=O)c1ccc(-n2c(-c3ccccc3)cc3c2CCCCC3)cc1,0.2%,3,-2%,4,-24,0.5,6,-2,-9
OCCN1CCN(c2nnc(-c3ccccc3)c3ccccc23)CC1,0.0%,2,-6%,8,7,-0.5,0,11,-5
CCC(=O)N1CCCc2cc(S(=O)(=O)N3CCC(C(=O)Nc4ccc(F)c(F)c4)CC3)ccc21,2.6%,1,2%,-3,-32*,-0.8,-14,-7,-11
Cc1ccccc1N(CC(=O)NCC1CCCO1)C(=O)CNS(=O)(=O)c1ccc(F)cc1 (stereo not given),2.5%,4,-3%,8,-2,-0.6,-6,-6,1
O=C(Cn1ncc2c3ccccc3n(Cc3cccc(Cl)c3)c2c1=O)Nc1ccc(F)cc1F,0.4%,7,-1%,2,-13,1.4,2,-2,1
COc1ccc(Cl)cc1NC(=O)COC(=O)C1COc2ccccc2O1 (stereo not given),-1.0%,11,nt,9,-25,0.4,-5,nt,9
COc1ccc(Cc2nnc(NCCO)[nH]c2=O)cc1OC,2.3%,1,-7%,-4,-1,-0.2,3,7,0
COCC(=O)OCC(=O)c1cc(C)n(-c2ccc(Br)cc2)c1C,3.4%,2,-9%,0,-4,-2.7,-30,-3,-4
Cc1ccc(S(=O)(=O)N2CCN(CCOc3cccc(C)c3)CC2)cc1,2.9%,7,nt,-1,-5,0.5,-7,9,11
Cc1ccccc1-n1nc(C)c2cc(C(=O)N3CCN(S(=O)(=O)c4ccc(Cl)cc4)CC3)sc21,-2.5%,2,-6%,2,-1,0.7,-2,0,3
CCC[C@H](CN[C@@H](CNC)[C@H](C)O)NCCc1ccc(OC)cc1,1.9%,0,-11%,-5,4,0.3,nt,-5,-3
O=C(CSc1nnc(-c2cccnc2)n1Cc1ccco1)c1ccc(Br)cc1,2.1%,1,?,0,-1,0.5,-6,3,9
CCCc1nc2nc(C)c(NS(=O)(=O)c3ccc(CC(C)C)cc3)c(=O)n2[nH]1,-1.3%&-5.1%,-1&-1,0%&-1%,0&3,15&2,-1.9&0.7,-12&-8,1&-2,32*!
Cc1ccc(N2CN=C(c3ccccc3)NC2=S)cc1,4.1%,7,-19%,11,-8,-0.8,-7,-3,18
O=C1C2C3c4ccccc4C(Br)(c4ccccc43)C2C(=O)N1c1ccccc1O (stereo not given),1.9%,4,5%,4,6,0.0,7,-5,-1
CCOC(=O)c1c(NC(=O)COC(=O)c2cnccn2)sc(C(=O)NC)c1C,-1.0%,1,nt,-1,-21,0.1,-10,-8,4
Clc1ccccc1-c1nnc(SCc2nc(-c3ccccc3)no2)n1-c1ccccc1,4.6%,5,31%[activator],-8,3,0.5,-26,-4,21
Cn1c(CNC(=O)c2ccc3c(c2)OCO3)nnc1SCC(=O)Nc1ccccc1Cl,-2.9%,1,-6%,-2,-1,-0.9,3,6,-2
COC(=O)c1ccccc1NC(=O)N1CCN(S(=O)(=O)c2ccc(Cl)cc2)CC1,1.7%,11,-4%,-4,-13,1.5,-3,-5,0
Cc1onc(-c2c(Cl)cccc2Cl)c1C(=O)Nc1c(C)n(C)n(-c2ccccc2)c1=O,-0.8%,1,-8%,23,5,-0.3,-8,-4,-2
Cc1ccc2c(c1)C(c1ccccc1)N(C(=O)c1ccc(Br)cc1)CC(=O)N2 (stereo not given),-1.8%,3,2%,-4,-7,-0.6,-6,5,-5
COCC(C)n1c(C)cc(C(=O)COC(=O)c2n[nH]c3ccccc23)c1C (stereo not given),1.9%,4,?,1,-48*,1.4,8,-5,-1
COc1ccc2c(C#N)c3ccccn3c2c1,7.0%,18,160%[activator],47*,-16,9.8,-8,-6,-2
COc1ccc(CCC(=O)Nc2ccc3c(c2)OCO3)cc1,-1.1%,3,-3%,2,17,0.0,14,-5,4
COc1ccc(C2=NN(C(=O)/C=C/c3ccccc3)C(c3ccccc3)C2)c(OC(C)=O)c1 (stereo not given),0.8%,7,-3%,-3,5,2.2,-1,-6,6
O=C(CCOc1ccccc1)Nc1ccccc1[N+](=O)[O-],-1.6%,1,-12%,1,12,-0.2,7,1,6
O=C(Nc1ccc(F)cc1)c1ccc(CN2CC(=O)N3CCCCC3C2=O)cc1 (stereo not given),0.8%,0,-7%,-6,8,-0.2,-4,-3,2
COc1ccc(-n2c(C)nc3c(cnn3-c3ccccc3)c2=O)cc1,-0.1%,6,-11%,-8,-5,-0.3,-1,-3,-2
CCn1ccc(C(=O)Nc2ncc(C)s2)n1,1.0%,1,1%,2,2,0.5,11,-6,-6
COc1cccc(NC(=O)Cn2c3ccc(F)cc3c3nc4n(c(=O)c32)CCS4)c1,11%,2,-6%,5,9,0.7,9,1,2
CCOc1ccc(C(=O)NCCN(C)C)cc1,0.7%,1,10%,4,3,0.7,-2,5,-13
Cc1ccc(S(=O)(=O)N2CCCCC2C(=O)O)cc1 (stereo not given),24%,2,-1%,2,-20,-0.3,17,-2,12
Cc1csc(/C(C#N)=N/O)n1,-0.5%,1,-8%,-7,-6,-0.3,13,-1,4
O=C(Nc1ccc(S(=O)(=O)Nc2nccs2)cc1)c1c(F)c(F)c(F)c(F)c1F,-0.9%,9,-11%,2,-6,0.3,-25,1,12
c1cncc(CNc2ncn[nH]2)c1,4.3%,3,-8%,-2,-25,-0.3,19,3,-5
CC1CCN(C(c2ccccc2)c2nnnn2C(C)(C)C)CC1 (stereo not given),-1.2%,2,-19%,1,16,-0.9,-12,4,13
Cc1cc2oc(C(=O)N(Cc3ccc(N(C)C)cc3)CC3CCCO3)c(C)c2cc1C (stereo not given),-0.5%&0.7%,1&1,25%&58%,8&-1,-1&15,0.8&-0.4,-33&-2,5&4,-4&13
N#C/C(=C\c1ccccc1C(F)(F)F)C(=O)Nc1ccccc1F,1.0%,4,-12%,2,3,0.3,-7,0,3
Cc1cc(C)nc(Nc2n[nH]c(-c3cccc4ccccc34)n2)n1,-0.1%,1,-18%,1,11,-0.2,5,-5,0
COc1cccc(CNC(=O)C2CCN(S(=O)(=O)c3ccc(C)cc3)CC2)c1,-1.4%,0,-9%,-3,-3,-0.2,-4,1,nt
CCC(CC)c1nnc(NC(=O)c2cc(-c3ccccc3)nc3ccccc23)s1,0.0%,6,-17%,-6,-4,0.6,1,9,nt

# Full records from above. Order of values: RXFP1 agonist	D1 agonist	Apoferritin bind	TRHR PAM	D1 antagonist	TRHR ag	RXFP1 antag	D1 PAM	D2 potentiator
# Listed for COc1ccc(-n2c(C)nc3c(cnn3-c3ccccc3)c2=O)cc1 → -0.1%	6	-11%	-8	-5	-0.3	-1	-3	-2
# Listed for O=C(Cn1ncc2c3ccccc3n(Cc3cccc(Cl)c3)c2c1=O)Nc1ccc(F)cc1F → 0.4%	7	-1%	2	-13	1.4	2	-2	1
# Listed for COc1cc(/C=c2\sc3nc(=O)c(-c4ccccc4)nn3c2=O)ccc1OCCC(C)C → ?	1	0%	-2	5	1.4	0	-2	-2

# (more compounds)
SMILES,RXFP1 agonist,D1 agonist,Apoferritin bind,TRHR PAM,D1 antagonist,TRHR ag,RXFP1 antag,D1 PAM,D2 potentiator
OCC1(CCOc2ccccc2)CCN(Cc2ccc3c(c2)OCCO3)CC1,2.8%,16,-12%,-2,5,0.5,-4,-6,-25
COc1cccc(OC)c1C(=O)Nc1ccc2c(c1)N(C(C)=O)CCC2,0.1%,0,2%,4,-29,0.4,-10,-1,1
CCOCCCNC(=O)Cc1ccc(-n2c(CC)nc3cccnc32)cc1,8.0%,8,-8%,3,13,-1.7,4,-1,3
O=C(CSc1nnc(-c2ccncc2)o1)Nc1cccc(F)c1,1.9%,3,nt,-4,10,0.0,2,-11,-2
CCOc1ccc(OCC)c(S(=O)(=O)NCc2ccccc2)c1,-2.9%,-3,-5%,-1,57,-0.1,5,-1,12
CCCCn1cc(S(=O)(=O)c2ccc(C)c(C)c2)c(=O)c2cc(F)c(N3CCCC(C)C3)cc21 (stereo not given),0.0%,-2,-12%,0,17,0.1,-16,0,-1
CCOC(=O)C1CCCN(c2c(C(=O)c3ccc(C)cc3)cnc3ccc(OCC)cc23)C1 (stereo not given),7.1%,-1,-5%,-3,15,1.1,-14,1,-5
COc1ccc(Nc2oc(-c3ccco3)nc2S(=O)(=O)c2ccc(F)cc2)cc1,0.8%,1,-11%,-8,-1,-1.9,0,-4,-3
COc1ccc(NC(=O)COC(C)=O)cc1OC,3.7%,3,-2%,-1,-1,0.3,-9,-5,10
Oc1ccc(-c2nnc(Nc3cccc(O)c3)c3ccccc23)cc1,-1.9%,2,6%,-1,4,-0.4,4,10,8
COc1ccc(OC)c(S(=O)(=O)NC(C)CCc2ccccc2)c1 (stereo not given),2.1%,3,-11%,4,-1,-0.7,-7,1,11
NC(=O)CC(NC(=O)c1cccc(Br)c1)c1ccc(NC2CCN(Cc3ccccc3)CC2)c([N+](=O)[O-])c1 (stereo not given),-1.8%,4,?,-1,1,-0.1,nt,-4,2

# An excerpt. The share of hits here may be higher or lower than overall.
